ERK EGF inh: blocks ERK signaling stimulated by EGF. AID 1454. hit rate 0.41% among 130,000. Potency, µM (series often up to 11.5 µM), without a hit: at the highest dose activity change, negative = inhibition, hits mostly inhibitors. HEK293-V1b, EGF-stimulated phospho-ERK AlphaScreen; active = well fitted inhibition curve with a large enough effect; inconclusive = small, poorly fitted or top-dose-only effect, or effect the other way;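 also: plate controls were stimulated vehicle wells for no effect and unstimulated vehicle basal for full effect; nearly all actives have a fitted effect of over 55% in size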
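Phospho-ERK1/2 measured by AlphaScreen (SureFire) after 5 min 25 nM EGF stimulation of V1b-expressing HEK293 cells preincubated 30 min at 37C with titrated compounds; data scaled to DMSO and EGF controls, Hill-fitted AC50.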
An asterisk follows results filed as active; ? = inconclusive; [ ] = remark or other dose. Potency is read from the fitted curve at half-maximal effect. Not all compounds are listed, so the mix of outcomes need not match the whole.

SMILES	ERK EGF inh
Cc1cccc(Nc2ccccc2C(=O)O)c1C	-5%[57.5 µM]
CCOC(=O)C(=CNc1ccc(Oc2cccnc2)nc1)C(=O)OCC	14%[57.5 µM]
CCC1(C)COC(C)(CC(=O)NNC(=O)Nc2ccccc2)OC1 (stereo not given)	?
CC(C)Oc1ccc(CC2CCC(=O)N(C)C2=O)cc1 (stereo not given)	-1%
C/C(=N\NC(=O)COc1ccc(C)cc1[N+](=O)[O-])c1cccs1	24%
S=C(NCCc1ccccn1)Nc1ccccc1Cl	-10%
O=C1C2CC(O)CN2C(=S)N1Cc1ccccc1 (stereo not given)	-11%[57.5 µM]
N#CCCn1cc(C(N)=O)c(-c2cccs2)n1	-2%
C=CCOC(=O)C1=C[C@@H](c2cn(C(C)=O)c3ccccc23)C[C@@H](OCCCCO)O1	0%[57.5 µM]
COc1ccc(-c2nn(-c3ccccc3)cc2/C=N/N=C(N)N)cc1OC	25µM*
Cc1ccc(NS(=O)(=O)c2cccc(C(=O)N/N=C/c3ccc4c(c3)OCCO4)c2)c(C)c1	16%
Cc1c(NC(=O)c2ccc(N(Cc3ccccc3)S(C)(=O)=O)cc2)c(=O)n(-c2ccccc2)n1C	1%
COC(=O)c1ccc(NC(=O)CSc2nc(=O)cc(N)n2-c2ccccc2)cc1	-1%
CC(C)C(=O)NCc1cc(-c2ccc(Cl)cc2)no1	-2%
CCOC(=O)c1cnc2ccc(OC)cc2c1NCCc1ccc(OC)c(OC)c1	-2%
Cc1cc(NCc2ccco2)nc2cc(O)ccc12	5%
CCN(CC)C(=O)c1ccc(/C=C/c2c[nH]c3ccccc23)[n+](C)c1	2%
O=C(N/N=C/c1ccc([N+](=O)[O-])o1)C(=O)Nc1ccc(C(=O)O)cc1	-12%[57.5 µM]
CCCCCCCN(C(=O)CCl)c1ccccc1C	2%
CCOC(=O)C(=O)Nc1ncc(Cl)s1	-2%[57.5 µM]
CCNC(=O)COC(=O)CCC(=O)c1cccs1	-3%
COC(=O)c1ccc(-c2noc(CN3CCCC(CNC(C)=O)C3)n2)cc1 (stereo not given)	0%
C=CCNC(=S)N1CCN(C2CCCCC2)CC1	6%[57.5 µM]
CCc1nc2ccccc2c(=O)n1NC(=O)c1c(O)c2ccccc2n(CC)c1=O	-8%
CC(=C/c1ccco1)/C=N/NC(=O)CSc1nnc(SCc2ccc(C)cc2)s1	3%

Looked up by structure from the list above, 3 records:
SMILES	ERK EGF inh
CCOC(=O)C(=O)Nc1ncc(Cl)s1	-2%[57.5 µM]
CCOC(=O)c1cnc2ccc(OC)cc2c1NCCc1ccc(OC)c(OC)c1	-2%
S=C(NCCc1ccccn1)Nc1ccccc1Cl	-10%

(listing goes on)
SMILES	ERK EGF inh
COc1ccc(N2CCN(C(=O)CCNC(=O)c3ccccc3)CC2)cc1	-5%
CC(=O)OC[C@H]1O[C@@H](n2ncc(=O)[nH]c2=O)[C@H](OC(C)=O)[C@@H]1OC(C)=O	-14%[57.5 µM]
CCc1ccc(-n2cccc2/C=C2/C(=N)N3C(=NC2=O)SN=C3S(C)(=O)=O)cc1	6%
C[C@@H]1C[C@H](OC(=O)c2ccccc2O)CC(C)(C)C1	15%[25.7 µM]
O=C(NC1CCCCCCC1)c1ccccc1-c1ccccc1	1%
COC(=O)CCC(=O)Nc1cc(S(=O)(=O)Nc2ccc(Cl)cc2)ccc1N1CCOCC1	-3%
CCOC(=O)N1CCC(N2Cc3cccc(C(=O)Nc4cccc(F)c4)c3C2=O)CC1	6%
C=CC[C@](C)(O)c1ccccc1	-5%
NC(=O)NC(=O)COC(=O)CCSc1ccccc1	6%
NC(=O)C1CCN(c2ccc([N+](=O)[O-])cc2Cl)CC1	-5%
CN(C)CCCN(Cc1cc2cc3c(cc2[nH]c1=O)OCCO3)C(=O)NC1CCCCC1	-5%[57.5 µM]
COc1ccc(CC(=O)N/N=C/c2cccn2-c2ccc([N+](=O)[O-])cc2)cc1OC	?
CCc1ccc(OCC(=O)Nc2ccc(CN3CCCCC3)cc2)cc1	-4%
Cc1ccc(C2(C)NC(=O)N(CC(=O)Nc3ccc(-c4nc5ccc(C)cc5s4)cc3)C2=O)cc1 (stereo not given)	-14%[57.5 µM]
CC1CN(CCn2cnc3c(N)ncnc32)CC(C)O1 (stereo not given)	-1%[57.5 µM]
COc1cccc(/C=C/C(=O)OCC(=O)Nc2cccc(S(=O)(=O)N3CCCCC3)c2)c1OC	7%
O=C(CN1CCN(c2ccccn2)CC1)N1CCc2ccccc21	-1%
COc1ccc(OCC(=O)Nc2ccccc2Cl)cc1	5%
O=C(Nc1cccnc1)c1cccc(S(=O)(=O)N2CCCC2)c1	-1%
O=C(/C=C/Nc1ccc(F)c(F)c1)c1ccc(Br)cc1	1%
C/C(=N\NC(=O)c1ccc(NS(=O)(=O)c2cccs2)cc1)c1ccc(C(C)(C)C)cc1	1%
O=C(O)CCCCCNc1ncnc2ccc(Br)cc12	-2%
CCCCC[C@H](O)/C=C/C=C\CCCCCCCCCC(=O)O	-18%
CN1/C(=C\C(=O)CSc2nnc(N)s2)C(C)(C)c2ccccc21	8%
CCOC(=O)C1CCN(c2c(N3CCN(c4ccccc4OC)CC3)c(=O)c2=O)CC1	-2%
More records:
SMILES	ERK EGF inh
COc1ccc2cc(C(=O)COC(=O)COc3ccc4c(C)cc(=O)oc4c3)ccc2c1	-4%
CCCCNC(=O)COC(=O)c1ccc(N(C)C)cc1	5%
CC(C)N=C(NS(=O)(=O)c1ccc(Br)cc1)c1ccc(Cl)cc1	-10%
CC1CCC(NC(=O)c2ccc(/C=C3\Oc4ccccc4N(C)C3=O)cc2)CC1 (stereo not given)	7%
COc1ccc(CCNC(=O)CSc2nc3[nH]ncc3c(=O)n2-c2ccccc2Br)cc1OC	-6%
CCOC(=O)c1c(-c2ccc(OC)cc2)csc1/N=C/C1C(=O)CCCC1=O	-6%
CC(C)(C)c1ccc(NC(=O)Nc2ccc(OCC(=O)N3CCOCC3)cc2)cc1	-12%
C#CCNC(=O)C1=C[C@@H](c2cn(C(C)=O)c3ccccc23)C[C@@H](OCCCCO)O1	-1%[57.5 µM]
CCO[C@H]1OC(C(=O)N2CCN(C)CC2)=C[C@@H](c2ccc(C(F)(F)F)cc2)[C@@H]1CCCO	-6%[57.5 µM]
O=S(=O)(Cc1ccc(Cl)cc1)Nc1ccc(Cl)cn1	6%
c1ccc(-c2csc(-c3cccnc3)n2)cc1	7%
CC(C)C(=O)Nc1cccc(C(=O)Nc2cc([N+](=O)[O-])ccc2Cl)c1	0%
C=CCN1C=C2C(=O)C(C)(OC(=O)CCC(=O)OC)C(=O)C=C2C=C1C1CC1 (stereo not given)	-2%[57.5 µM]
CCC(=O)Nc1ccc(/C(C)=N/NC(=O)c2c(-c3ccccc3Cl)noc2C)cc1	17%
COc1ccc(NC(=O)Cn2cc(S(=O)(=O)Cc3ccccc3)c3ccccc32)c(OC)c1	1%
CCOc1ccccc1NC(=O)Nc1cnccn1	-4%
CCc1ccc(NC(=O)C(=O)NCCN2CCN(C(=O)c3ccco3)CC2)cc1	-2%
O=C(c1cccnc1)N1CCN(S(=O)(=O)c2ccc(Cl)cc2)CC1	-10%
Cc1ccccc1NC(=S)N(Cc1ccccc1)Cc1cccnc1	8%
COc1ccc(C2=NO[C@@H]3[C@@H]4C[C@@H]([C@H]5C(=O)N(c6ccc7c(c6)OCO7)C(=O)[C@@H]45)[C@H]23)cc1OC	5%
COc1ccc(/C=C/C(=O)OCC(=O)c2c(C)[nH]c3ccccc23)cc1OC	-10%
CCCNC(=O)CN1C(=O)NC(CCSC)C1=O (stereo not given)	-8%[57.5 µM]
COc1ccc(OC)c(NC(=O)C(=O)NCc2ccncc2)c1	3%
CCc1ccccc1NC(=S)N(Cc1cccs1)C1CCCC1	-6%
Cc1ccc(C)c(NC(=O)CSc2nc3ccc(N4C(=O)c5ccccc5C4=O)cc3s2)c1	8%

ERK EGF inh: entries above that show a hit.
SMILES	ERK EGF inh
COc1ccc(-c2nn(-c3ccccc3)cc2/C=N/N=C(N)N)cc1OC	25µM*

Reformatted with bars between the fields: entries from further up.
structure | ERK EGF inh
Cc1ccccc1NC(=S)N(Cc1ccccc1)Cc1cccnc1 | 8%
COc1ccc(C2=NO[C@@H]3[C@@H]4C[C@@H]([C@H]5C(=O)N(c6ccc7c(c6)OCO7)C(=O)[C@@H]45)[C@H]23)cc1OC | 5%
COc1ccc(/C=C/C(=O)OCC(=O)c2c(C)[nH]c3ccccc23)cc1OC | -10%
CCCNC(=O)CN1C(=O)NC(CCSC)C1=O (stereo not given) | -8%[57.5 µM]
COc1ccc(OC)c(NC(=O)C(=O)NCc2ccncc2)c1 | 3%
CCc1ccccc1NC(=S)N(Cc1cccs1)C1CCCC1 | -6%

The list continues:
SMILES	ERK EGF inh
Cc1scc(C(=O)NNC(=O)CCC(=O)O)c1C	9%
CCc1c(-c2n[nH]c(=S)n2Cc2ccccc2)csc1C	2%
CCN(CC)CCNC(=S)NC(=O)c1cn(-c2ccccc2)nc1-c1ccc(OC)cc1	2%[57.5 µM]
COc1ccc2cccc(N3CCN(CCNC(=O)c4ccc(F)cc4)CC3)c2c1	-19%
CCn1c(Cc2ccccc2)n[nH]c1=S	-7%[57.5 µM]
CC(=O)c1cccc(S(=O)(=O)N2CCC(C(=O)O)CC2)c1	-17%
O=c1[nH]nc(SCCS(=O)(=O)c2ccc(F)cc2)n1-c1ccccc1C(F)(F)F	-7%[57.5 µM]
COc1ccccc1-c1nc(NCCNC(C)=O)c2ccccc2n1	10%
Cc1cccn2c(CNCC(C)Oc3cccnc3)c(C(=O)N3CCOCC3)nc12 (stereo not given)	-3%[57.5 µM]
O=C(O)c1cnc(-c2ccccc2)nc1-c1ccccc1	-5%
COc1ccc2c(=O)c(OC)c(-c3ccccc3)oc2c1	18%
N=C1C(c2ccccc2)=C(O)CN1c1cccc(S(=O)(=O)Nc2cccc(C(F)(F)F)c2)c1	-6%
COCC(=O)n1nc(-c2ccccc2)nc1NCc1ccccc1	-2%
Cc1ccc(CNc2ccc(N3C(=O)CC(C)C3=O)cc2[N+](=O)[O-])cc1 (stereo not given)	-1%
COc1ccc(N2CCN(CC(=O)c3c(C)n(C)c4ccc(OC)cc34)CC2)cc1	?
COc1cc(CCC(O)CC(=O)CCc2ccccc2)ccc1O (stereo not given)	-5%[57.5 µM]
Cc1ccc(OCc2cnc(Cl)s2)c(C)c1	18%
N/C(=N\OC(=O)COc1ccc(Br)cc1)c1ccncc1	-3%
COc1ccc(NC(=O)CCSc2nnnn2C)cc1	-10%
O=C(NC1=NCCS1)c1ccccc1OCc1ccccc1Cl	-3%
Cc1[nH]n(-c2ccccc2)c(=O)c1N=O	-8%
C=CCN1C(=O)N/C(=C/c2ccc(C)o2)C1=O	6%
CC(=O)c1sc(NS(=O)(=O)c2ccc(C)cc2)nc1C	5%
Cc1ccc(NC(=O)COc2ccc(Br)cn2)cc1	-13%[57.5 µM]
O=C(NC(=S)NCCCN1CCOCC1)c1ccco1	-6%
(next part)
SMILES	ERK EGF inh
O=[N+]([O-])c1ccc(N=Cc2sc3ccccc3c2O)cc1	11%
COc1cc(CC(=O)OCC(=O)Nc2ccc(Cl)c(S(=O)(=O)N(C)C)c2)cc(OC)c1OC	-9%[57.5 µM]
Cc1ccc(C(=O)CC(=O)COc2ccc(Cl)cc2)cc1	7%
CCN1CCN(c2ncnc3c2cnn3-c2ccc(Cl)cc2)CC1	?
O=C1N=C(N2CCCCC2)S/C1=C\c1cn[nH]c1-c1ccccc1	10%
CCCN1C(=O)/C(=C/c2ccccc2OCc2ccc(C(=O)O)cc2)NC1=S	-14%
Cc1ccc(C2CC(c3ccc(Cl)cc3)n3nc(N)nc3N2)cc1 (stereo not given)	8%
CC1CN(c2ccc(Oc3ccccc3)cc2)c2nc3c(c(=O)n(CC(N)=O)c(=O)n3C)n2C1 (stereo not given)	9%[57.5 µM]
CC(C)(C)NC(=O)Cn1c(=O)oc2ccc(Cl)cc21	-1%
CCC1Sc2ccccc2N(CC(=O)NC2CCCCC2)C1=O (stereo not given)	1%
O=[N+]([O-])c1ccc(C2=Nn3c(Cn4nnc5ccccc54)nnc3SC2)cc1	-6%[57.5 µM]
CCn1ccnc1CNCc1cn(-c2cc(C)ccc2C)nc1-c1ccccc1	8%
Cc1cc(C)cc(N2C(=O)CSC2c2ccccn2)c1 (stereo not given)	-7%
COc1ccc(NC(=S)N(Cc2ccc(C)cc2)Cc2ccccn2)cc1	-4%
CCOC(=O)C1=C(C(F)(F)F)Nc2ncnn2C1c1ccc(OC)cc1OC (stereo not given)	-6%
CCN(CC)C(=S)Nc1cc(C(=O)OC)ccc1C(=O)OC	9%
O=C(COC(=O)Cc1ccccc1F)Nc1ccc(Cl)cn1	-4%
Cc1cc2ccccn2c1C(=O)c1cccc(S(=O)(=O)N2CCOCC2)c1	5%
COc1ccc(C2Nc3ccccc3C(=O)N2NS(C)(=O)=O)cc1OC (stereo not given)	3%
CC(CCc1ccccc1)NC(=O)COC(=O)c1cc(NS(=O)(=O)c2ccc(Cl)c([N+](=O)[O-])c2)ccc1O (stereo not given)	-5%
CCCNC(=O)COC(=O)c1ccc(-c2ccccc2)cc1	-12%
COc1ccc(CCNC(=O)c2ccc([N+](=O)[O-])cc2)cc1	-8%[57.5 µM]
CC(=O)N1CCC2(CCCN(c3ncccn3)C2)CC1	-3%
COc1ccc(CCNc2nc(-c3ccncc3)cs2)cc1OC	0%[57.5 µM]
COC(=O)N/N=C/c1ccc(-c2ccccc2Cl)o1	1%[57.5 µM]
O=C1S/C(=C\c2ccccc2)C(=O)N1CC(O)Cn1c2ccccc2c2ccccc21 (stereo not given)	3%
CSc1nc2c(cnn2-c2ccccc2)c(=O)n1N	-1%
